Bioassay records deposited in PubChem BioAssay by National Center for Advancing Translational Sciences (NCATS).
GAA spleen mod – qHTS Assay for Inhibitors and Activators of Human alpha-Glucosidase From Spleen Homogenate; Lysosomal alpha-glucosidase (Homo sapiens), P10253; human spleen homogenate, 4-MU-alpha-glucoside fluorescence; Potency, µM (doses to about 79.9 µM), for inactives: at the highest dose activity change, negative = inhibition, actives largely listed as inhibitors; hit rate 0.006% among 240,000;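 also: potency is read from the fitted curve at half-maximal effect; 0% = enzyme with vehicle and -100% = no enzyme basal signal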
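AC50 values come from Hill-equation fits of concentration-response data, normalized to no-enzyme and full-activity controls. Enzyme source: 1 ug human spleen homogenate; 1 mM fluorogenic 4-MU glucoside, pH 5.0 citrate buffer, 37 C, 40 min.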
CBFb RUNX1 block – qHTS Assay for Compounds Blocking the Interaction Between CBF-beta and RUNX1 for the Treatment of Acute Myeloid Leukemia; Runt-related transcription factor 1 (Homo sapiens) + Core-binding factor subunit beta …; AlphaScreen CBFb-His/RUNX1-biotin binding, biochemical; Potency, µM (series often up to 59.8 µM), for inactives: at the top dose activity, negative = inhibition, usual class: inhibitors; 230,000 tested, under 10 active; also: % of control where 0% means no effect
Target sequence (Q01196 whole entry, looked up): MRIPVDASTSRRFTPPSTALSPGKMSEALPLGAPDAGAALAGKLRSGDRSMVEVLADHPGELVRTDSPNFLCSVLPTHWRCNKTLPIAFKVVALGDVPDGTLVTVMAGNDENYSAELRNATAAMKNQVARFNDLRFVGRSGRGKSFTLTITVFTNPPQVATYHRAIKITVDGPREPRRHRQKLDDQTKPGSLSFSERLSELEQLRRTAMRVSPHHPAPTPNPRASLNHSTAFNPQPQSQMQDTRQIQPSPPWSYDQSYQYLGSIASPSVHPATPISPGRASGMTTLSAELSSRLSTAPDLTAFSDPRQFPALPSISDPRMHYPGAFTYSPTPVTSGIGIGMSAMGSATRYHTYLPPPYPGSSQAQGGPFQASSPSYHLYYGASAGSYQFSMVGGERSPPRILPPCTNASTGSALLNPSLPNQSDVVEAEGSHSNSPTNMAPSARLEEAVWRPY
Target sequence (Q13951 whole entry, looked up): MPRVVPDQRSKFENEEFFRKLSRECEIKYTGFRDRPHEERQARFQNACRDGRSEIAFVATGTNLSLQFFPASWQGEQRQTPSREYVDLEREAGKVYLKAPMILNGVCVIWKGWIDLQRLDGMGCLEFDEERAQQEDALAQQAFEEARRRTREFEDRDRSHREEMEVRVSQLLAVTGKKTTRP
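Interaction loss through any mechanism counts as activity. Pre-formed complex of His-CBF-beta and biotin-RUNX1 (30 nM apiece) is incubated with compound 15 min, then with 50 ng nickel and 50 ng streptavidin beads for 90 min before AlphaScreen detection.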
* marks the source's active call; other numbers are inactive results; & = joins results of further samples; [ ] = remark or other dose. Calls follow the shape of the dose curve; as a rule, active = well fitted curve in the direction sought with a large enough effect; inconclusive = small, poorly fitted or top-dose-only effect, or another doubt; inactive = no such curve, though single readings can be large; an effect the other way counts as inactive or inconclusive. This is a subset; rates above refer to the full screens.

`CC[C@H](C)[C@H](NC(=O)[C@H](Cc1ccccc1)NC(=O)[C@H](C)NC(=O)[C@H](CC(=O)O)NC(=O)[C@H](CCCCN)NC(=O)[C@H](CO)NC(=O)[C@@H]1CCCN1C(=O)[C@@H]1CCC(=O)N1)C(=O)NCC(=O)N[C@@H](CC(C)C)C(=O)N[C@@H](CCSC)C(N)=O` gave GAA spleen mod 6.5% and CBFb RUNX1 block 22.4%.
`CC(C)C[C@H](NC(=O)[C@@H]1CCC(=O)N1)C(=O)N[C@@H](Cc1ccc(O)cc1)C(=O)N[C@@H](CCC(=O)O)C(=O)N[C@@H](CC(N)=O)C(=O)N[C@@H](CCCCN)C(=O)N1CCC[C@H]1C(=O)N[C@@H](CCCN=C(N)N)C(=O)N[C@@H](CCCN=C(N)N)C(=O)N1CCC[C@H]1C(=O)N[C@@H](Cc1ccc(O)cc1)C(=O)O` gave GAA spleen mod 2.3% and CBFb RUNX1 block 5.1%.
`Cc1ccc(S(=O)(=O)Nc2cccc3cccnc23)c([N+](=O)[O-])c1` gave GAA spleen mod 12.7% and CBFb RUNX1 block inconclusive.
N#Cc1ccc(C[C@H](C(=O)O)N2C(=O)c3ccc(C(=O)O)cc3C2=O)cc1 was read as GAA spleen mod -3.3% and CBFb RUNX1 block 10.4%.
For Nc1ccccc1Oc1ccccc1 the results were GAA spleen mod -3.6% and CBFb RUNX1 block 18.8%.
CC1=CC23C(=O)C(C=C(CO)[C@@H](O)[C@]2(O)[C@H]1O)[C@H]1[C@@H](C[C@H]3C)C1(C)C (stereo not given in full) was read as GAA spleen mod -4.1% and CBFb RUNX1 block 26.8%.
For O=C(Nc1ccc(Br)cc1)c1cccc(S(=O)(=O)Nc2ccc(Br)cc2)c1 the results were GAA spleen mod -2.2% and CBFb RUNX1 block 8.0%.
COc1ccc(C(=O)Nc2sc3c(c2C(N)=O)CCCC3)cc1OC was read as GAA spleen mod 7.4% and CBFb RUNX1 block 14.7%.
Screening C=CCCCCCCCCCBr returned GAA spleen mod 4.5% and CBFb RUNX1 block 0.8%.
Cc1noc(C)c1-c1ccc2ncnc(NCc3ccc(F)cc3)c2c1 was read as GAA spleen mod 3.0% and CBFb RUNX1 block 18.8%.
`COc1cccc(-c2nnc3n2N=C(c2c(OC)cccc2OC)CS3)c1` gave GAA spleen mod 2.8% and CBFb RUNX1 block 1.8%.
Screening CC(C)CCC[C@@H](C)[C@@H]1CC[C@H]2C3=CC=C4CC(O)CC[C@]4(C)[C@H]3CC[C@@]21C (stereo not given in full) returned GAA spleen mod -2.7% and CBFb RUNX1 block inconclusive.
For CCCC[C@@H]1CCCO[C@@](C(=O)NCc2ccc(C)o2)(C(F)(F)F)C1 the results were GAA spleen mod -9.3% and CBFb RUNX1 block -7.8%.
Screening Cc1cc(C)c(N(Cc2ccccc2)S(=O)(=O)c2ccc(OCCNC(=O)c3cc4ccccc4o3)cc2)c(C(=O)NO)c1 returned GAA spleen mod 3.8% and CBFb RUNX1 block -18.1%.
Screening COc1ccc(C2=Nn3c(nnc3-c3ccc(OC)cc3OC)SC2)cc1 returned GAA spleen mod -1.4% and CBFb RUNX1 block 3.5%.
`C#CCn1c(=O)c2c(nc(/C=C/c3cccc(OC)c3)n2C)n(CCCOP(=O)(O)O)c1=O` gave GAA spleen mod 10.6% and CBFb RUNX1 block -9.7%.
Cc1ccc(SCC(Cc2ccccc2)N2CCN(C)CCC2=O)cc1 (stereo not given) was read as GAA spleen mod 1.4% and CBFb RUNX1 block 3.8%.
`COc1ccc(C(CCN2CCCC(C)C2)c2c(O)cc(OC)cc2OC)cc1` (stereo not given) gave GAA spleen mod -13.6% and CBFb RUNX1 block -1.1%.
`O=C(O)c1ccc(S(=O)(=O)N[C@H](Cc2ccccc2)C(=O)O)cc1` gave GAA spleen mod 11.8% and CBFb RUNX1 block -11.8%.
For CC[C@H](C)[C@H](NC(=O)[C@H](Cc1ccc(O)cc1)NC(=O)[C@H](Cc1cnc[nH]1)NC(=O)[C@H](CCCNC(=N)N)NC(=O)[C@H](CC(C)C)NC(=O)[C@H](C)NC(=O)[C@H](CO)NC(=O)[C@H](Cc1ccc(O)cc1)NC(=O)[C@H](Cc1ccc(O)cc1)NC(=O)[C@H](CCCNC(=N)N)NC(=O)[C@H](C)NC(=O)[C@H](CCSC)NC(=O)[C@H](CC(=O)O)NC(=O)[C@H](CCC(=O)O)NC(=O)[C@H](C)NC(=O)[C@@H]1CCCN1C(=O)[C@H](C)NC(=O)[C@H](CC(=O)O)NC(=O)[C@H](CCC(=O)O)NC(=O)CNC(=O)[C@@H]1CCCN1C(=O)[C@H](CC(N)=O)NC(=O)[C@H](CC(=O)O)NC(=O)[C@@H]1CCCN1C(=O)[C@H](CCCCN)NC(=O)[C@H](CO)NC(=O)[C@@H]1CCCN1C(=O)[C@@H](N)Cc1ccc(O)cc1)C(=O)N[C@@H](CC(N)=O)C(=O)N[C@@H](CC(C)C)C(=O)N[C@H](C(=O)N[C@H](C(=O)N[C@@H](CCCNC(=N)N)C(=O)N[C@@H](CCC(N)=O)C(=O)N[C@@H](CCCNC(=N)N)C(=O)N[C@@H](Cc1ccc(O)cc1)C(N)=O)[C@@H](C)O)[C@@H](C)CC the results were GAA spleen mod -0.8% and CBFb RUNX1 block 8.1%.
For CC(=O)N[C@H]1CSSC[C@@H](C(=O)N2CCC[C@H]2C(=O)N2CCC[C@H]2C(=O)N[C@@H](CCCCN)C(=O)N[C@@H](CC(=O)O)C(N)=O)NC(=O)CNC(=O)[C@H](Cc2c[nH]c3ccccc23)NC(=O)[C@H](CCCNC(=N)N)NC(=O)[C@@H](Cc2ccc(Cl)c(Cl)c2)NC(=O)[C@H](Cc2cnc[nH]2)NC(=O)[C@H](CCC(=O)O)NC1=O the results were GAA spleen mod -13.9% and CBFb RUNX1 block 22.2%.
`COc1ccc(-c2c(O)c3cc(O)cc(O)c3oc2=O)cc1` gave GAA spleen mod 2.1% and CBFb RUNX1 block -9.2%.
Screening CCCCCCCCCCCCCCCC(=O)OC[C@@H](COP(=O)([O-])OCC[N+](C)(C)C)OC(=O)CCCCCCCCCCCCCCC returned GAA spleen mod 7.3% and CBFb RUNX1 block -28.2%.
Screening Cc1nc(N=Nc2cc([N+](=O)[O-])ccc2Cl)c(COP(=O)(O)O)c(C=O)c1O returned GAA spleen mod -8.6% and CBFb RUNX1 block inconclusive.
For COc1ccc(C2CC(c3ccccc3)Oc3cc(OC)ccc32)cc1 (stereo not given) the results were GAA spleen mod -0.6%&-0.8% and CBFb RUNX1 block inconclusive.
Screening C[C@H](O)C(N)C(=O)O (stereo not given in full) returned GAA spleen mod 1.7%&4.0% and CBFb RUNX1 block -14.9%&-14.4%.
For O=C(NCCNCCO)C1(C(F)(F)F)C/C(=C\Cc2ccccc2)CCCO1 (stereo not given) the results were GAA spleen mod -7.9% and CBFb RUNX1 block 4.6%.
CCC1(CC)C(=O)C2=C3C1[C@H](C(=O)OC)C=C(C(=O)OC)C[C@H]3[C@H]1C(=O)N(CC(=O)OC)C(=O)[C@H]1[C@H]2C (stereo not given in full) was read as GAA spleen mod -8.4% and CBFb RUNX1 block 22.6%.
`Cc1nn(-c2ccccc2)c(NC(=O)NS(=O)(=O)c2ccc(Cl)cc2)c1C#N` gave GAA spleen mod -0.4% and CBFb RUNX1 block 5.0%.
`COc1ccc(S(=O)(=O)NCCCC(=O)Nc2ccc(Sc3ccc(N)cc3)cc2)cc1` gave GAA spleen mod -11.8% and CBFb RUNX1 block -18.2%.

Among those listed so far, these contain an NH in an aromatic ring:
For CC[C@H](C)[C@H](NC(=O)[C@H](Cc1ccc(O)cc1)NC(=O)[C@H](Cc1cnc[nH]1)NC(=O)[C@H](CCCNC(=N)N)NC(=O)[C@H](CC(C)C)NC(=O)[C@H](C)NC(=O)[C@H](CO)NC(=O)[C@H](Cc1ccc(O)cc1)NC(=O)[C@H](Cc1ccc(O)cc1)NC(=O)[C@H](CCCNC(=N)N)NC(=O)[C@H](C)NC(=O)[C@H](CCSC)NC(=O)[C@H](CC(=O)O)NC(=O)[C@H](CCC(=O)O)NC(=O)[C@H](C)NC(=O)[C@@H]1CCCN1C(=O)[C@H](C)NC(=O)[C@H](CC(=O)O)NC(=O)[C@H](CCC(=O)O)NC(=O)CNC(=O)[C@@H]1CCCN1C(=O)[C@H](CC(N)=O)NC(=O)[C@H](CC(=O)O)NC(=O)[C@@H]1CCCN1C(=O)[C@H](CCCCN)NC(=O)[C@H](CO)NC(=O)[C@@H]1CCCN1C(=O)[C@@H](N)Cc1ccc(O)cc1)C(=O)N[C@@H](CC(N)=O)C(=O)N[C@@H](CC(C)C)C(=O)N[C@H](C(=O)N[C@H](C(=O)N[C@@H](CCCNC(=N)N)C(=O)N[C@@H](CCC(N)=O)C(=O)N[C@@H](CCCNC(=N)N)C(=O)N[C@@H](Cc1ccc(O)cc1)C(N)=O)[C@@H](C)O)[C@@H](C)CC the results were GAA spleen mod -0.8% and CBFb RUNX1 block 8.1%.
For CC(=O)N[C@H]1CSSC[C@@H](C(=O)N2CCC[C@H]2C(=O)N2CCC[C@H]2C(=O)N[C@@H](CCCCN)C(=O)N[C@@H](CC(=O)O)C(N)=O)NC(=O)CNC(=O)[C@H](Cc2c[nH]c3ccccc23)NC(=O)[C@H](CCCNC(=N)N)NC(=O)[C@@H](Cc2ccc(Cl)c(Cl)c2)NC(=O)[C@H](Cc2cnc[nH]2)NC(=O)[C@H](CCC(=O)O)NC1=O the results were GAA spleen mod -13.9% and CBFb RUNX1 block 22.2%.

Continuation.
Screening COCO[C@H]([C@@H](C)C=C(Br)Br)[C@@H](C)COCc1ccc(OC)cc1 returned GAA spleen mod 3.8% and CBFb RUNX1 block inconclusive.
For C=C1CCN(C(CC(C)C)C(=O)Nc2ccc(OC)cc2)S(=O)(=O)c2ccccc21 (stereo not given) the results were GAA spleen mod -7.6% and CBFb RUNX1 block 1.1%.
O=C1OCCN1C(=O)[C@H]1[C@H](c2ccccc2)C(c2ccc(F)cc2)=NN1c1ccc(Br)cc1 was read as GAA spleen mod 3.1% and CBFb RUNX1 block inconclusive.
For CC[C@H](C)[C@@H]1NC(=O)[C@H](Cc2ccc(O)cc2)NC(=O)[C@@H](N)CSSC[C@@H](C(=O)N2CCC[C@H]2C(=O)N[C@@H](CC(C)C)C(=O)NCC(N)=O)NC(=O)[C@H](CC(N)=O)NC(=O)[C@H](CCC(N)=O)NC1=O the results were GAA spleen mod -3.5% and CBFb RUNX1 block 8.8%.
For CC(=O)Nc1ccc(CNc2ncnc3ccc(-c4c(C)noc4C)cc23)cc1 the results were GAA spleen mod 15.0% and CBFb RUNX1 block -28.2%.
CCOC(=O)C1C/C(=C\C(C)=O)c2cccc(C(F)(F)F)c2O1 (stereo not given) was read as GAA spleen mod 4.3%[119 µM] and CBFb RUNX1 block 21.4%[89.1 µM].
COc1cc(OC)cc(-c2nnc3n2N=C(c2c(OC)cccc2OC)CS3)c1 was read as GAA spleen mod -8.3% and CBFb RUNX1 block -13.7%.
Screening CCCC[C@@H]1CCCO[C@@](C(=O)NCc2cc(C)n(C)n2)(C(F)(F)F)C1 returned GAA spleen mod 0.7% and CBFb RUNX1 block -5.6%.
For OC[C@H]1OC(O)[C@@H](O)[C@@H](O)[C@@H]1O (stereo not given in full) the results were GAA spleen mod -4.0% and CBFb RUNX1 block 19.3%.
`CC(=O)OCC(NC(=O)C(CCCCNC(=O)OCc1ccccc1)NC(=O)OC(C)(C)C)C1OC(n2ccc(=O)[nH]c2=O)C(OC(C)=O)C1OC(C)=O` (stereo not given) gave GAA spleen mod -1.2% and CBFb RUNX1 block 2.5%.
`COc1ccc(C2/C=C\CN(C(=O)C3CC3)C(Cc3ccccc3)C(=O)N2Cc2ccc(F)cc2)cc1` (stereo not given) gave GAA spleen mod -1.6% and CBFb RUNX1 block 7.5%.
C=C(C(C)=O)C(O)c1ccc([N+](=O)[O-])cc1 (stereo not given) was read as GAA spleen mod 5.0% and CBFb RUNX1 block -3.1%.
For C/C=C1\COC(C(=O)NCCN2CCCC2)(C(F)(F)F)C=C1C=C1CCCCC1 (stereo not given) the results were GAA spleen mod -6.3% and CBFb RUNX1 block -1.9%.

Ordered by heavy-atom count (rising): some entries from above.
COc1cc(OC)cc(-c2nnc3n2N=C(c2c(OC)cccc2OC)CS3)c1 was read as GAA spleen mod -8.3% and CBFb RUNX1 block -13.7%.
O=C1OCCN1C(=O)[C@H]1[C@H](c2ccccc2)C(c2ccc(F)cc2)=NN1c1ccc(Br)cc1 was read as GAA spleen mod 3.1% and CBFb RUNX1 block inconclusive.
For CC[C@H](C)[C@@H]1NC(=O)[C@H](Cc2ccc(O)cc2)NC(=O)[C@@H](N)CSSC[C@@H](C(=O)N2CCC[C@H]2C(=O)N[C@@H](CC(C)C)C(=O)NCC(N)=O)NC(=O)[C@H](CC(N)=O)NC(=O)[C@H](CCC(N)=O)NC1=O the results were GAA spleen mod -3.5% and CBFb RUNX1 block 8.8%.
